PRC2 inh: EZH2/PRC2 methyltransferase inhibitors, primary screen, biochemical, DELFIA time-resolved fluorescence, single point; Histone-lysine N-methyltransferase EZH2 (Homo sapiens), Q15910; PRC2 H3K27 methylation, DELFIA TRF, 1 h; inhibition, % at 12.5 µM; 57,000 tested, 0.35% active; AID 651548, 2012;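 active = mean inhibition of replicates at least 50% and every single replicate also reaching 50%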;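 also: dimethyl H3K27 on biotinylated H3 21-44 peptide detected by antibody; plate controls were median neutral control wells for no effect and median positive control wells for full effect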
Target sequence (Q15910 whole entry, looked up): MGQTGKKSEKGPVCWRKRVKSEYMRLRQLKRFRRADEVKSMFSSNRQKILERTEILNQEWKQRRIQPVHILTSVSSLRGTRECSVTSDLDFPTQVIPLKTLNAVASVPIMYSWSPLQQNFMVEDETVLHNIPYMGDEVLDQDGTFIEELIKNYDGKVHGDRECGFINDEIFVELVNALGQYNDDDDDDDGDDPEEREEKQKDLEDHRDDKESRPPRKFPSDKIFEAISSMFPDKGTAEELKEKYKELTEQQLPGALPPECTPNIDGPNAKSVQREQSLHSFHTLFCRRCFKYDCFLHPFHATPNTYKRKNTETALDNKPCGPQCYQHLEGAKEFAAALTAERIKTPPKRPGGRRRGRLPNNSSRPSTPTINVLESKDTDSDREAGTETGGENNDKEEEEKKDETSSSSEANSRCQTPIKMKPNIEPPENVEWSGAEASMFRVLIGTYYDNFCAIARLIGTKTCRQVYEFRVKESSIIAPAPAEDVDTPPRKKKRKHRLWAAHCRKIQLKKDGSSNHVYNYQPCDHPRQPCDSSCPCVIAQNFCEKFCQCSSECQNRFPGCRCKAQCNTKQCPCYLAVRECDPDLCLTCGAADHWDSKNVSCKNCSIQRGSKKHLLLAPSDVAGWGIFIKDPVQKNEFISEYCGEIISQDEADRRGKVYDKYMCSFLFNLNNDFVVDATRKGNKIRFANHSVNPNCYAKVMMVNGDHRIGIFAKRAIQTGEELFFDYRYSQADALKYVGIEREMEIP
IDH1 mut inh: inhibitors of IDH1 R132H reductase, primary screen, biochemical, plate reader, single point | AID 624101, 2012 | inhibition, % at 10 µM | Isocitrate dehydrogenase [NADP] cytoplasmic (Homo sapiens), O75874 | diaphorase/resazurin fluorescence, 60 min | 70,000 tested, 0.18% active; in the data active = inhibition above about 34%;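 also: 0% = DMSO and 100% = no enzyme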
* hit, by the source's call; nt = no result given. Some of the compounds tested, so the mix of outcomes need not match the whole.

mol,IDH1 mut inh,PRC2 inh
C[C@H](CO)N1C[C@H](C)[C@@H](CN(C)C(=O)c2ccc(F)cc2)Oc2cc(C3=CCCC3)ccc2S1(=O)=O,nt,-1
COc1ccc(S(=O)(=O)N[C@H]2C=C[C@H](CC(=O)N3CCc4ccccc4C3)O[C@@H]2CO)cc1,0.5,-5
COc1ccc([N+](=O)[O-])cc1NC(=O)C(C)N(c1ccccc1)S(C)(=O)=O (centres undefined),0.0,9
C[C@H]1CN([C@@H](C)CO)C(=O)c2cc(-c3ccccc3)cnc2O[C@@H]1CN(C)C(=O)c1cccc(F)c1,-0.2,-2
C[C@@H]1CN([C@H](C)CO)C(=O)c2cccc(NC(=O)Nc3ccc4c(c3)OCO4)c2O[C@@H]1CN(C)Cc1ccc(C(=O)Nc2ccccc2N)cc1,nt,15
Cc1ccc(S(=O)(=O)N(C)C[C@H]2OCCCC[C@@H](C)Oc3ccc(NS(=O)(=O)c4ccc(Cl)cc4)cc3C(=O)N([C@@H](C)CO)C[C@H]2C)cc1,-0.7,nt
COc1ccc(S(=O)(=O)Nc2ccc3c(c2)C(=O)N([C@H](C)CO)C[C@@H](C)[C@H](CN(C)C(=O)Nc2ccccc2)O3)cc1,1.8,nt
C[C@@H]1CN([C@H](C)CO)S(=O)(=O)c2ccc(Br)cc2O[C@@H]1CN(C)C(=O)C1CC1,nt,0
COc1ccc(S(=O)(=O)N2Cc3ccccc3CC2C(=O)Nc2ccc(C)cc2C)cc1OC (centres undefined),-0.7,8
CC(C)NC(=O)N(C)C[C@H]1Oc2cc(C#CC(C)(C)O)ccc2S(=O)(=O)N([C@H](C)CO)C[C@@H]1C,0.6,-7
NC(=O)[C@@H]1[C@H]2C(=O)O[C@H](c3ccccc3)[C@H](c3ccccc3)N2[C@H](c2ccccc2OCCO)[C@@]12C(=O)Nc1ccc(C#CC3(O)CCCCCC3)cc12,nt,-30
COCc1cn(CC[C@H]2CC[C@@H](NC(=O)Cc3cccnc3)[C@@H](CO)O2)nn1,-0.1,3
CC(NS(=O)(=O)c1ccccc1)C(=O)Nc1ccccc1Sc1ccccc1 (centres undefined),-1.3,-3
O=C(CCCCC(=O)NN=C1CCCC1)NO,nt,35
C[C@H]1CN([C@@H](C)CO)C(=O)CCCn2cc(nn2)CO[C@@H]1CN(C)C(=O)Nc1ccc(C(F)(F)F)cc1,0.3,1
C[C@@H]1CN([C@@H](C)CO)S(=O)(=O)c2ccc(-c3ccccc3F)cc2O[C@@H]1CN(C)Cc1ccncc1,7.6,4
COc1ccc(N2CCN(c3nc(NCCO)nc(N4CCOCC4)n3)CC2)cc1,2.2,nt
CO[C@H](CN(C)S(=O)(=O)c1cn(C)cn1)[C@H](C)CN(C(=O)Nc1ccc(C(F)(F)F)cc1)[C@H](C)CO,0.1,1
Cn1cnc(S(=O)(=O)N[C@@H]2C=C[C@H](CC(=O)Nc3ccc(-c4ccccc4)cc3)O[C@H]2CO)c1,0.1,-6
CCCC(=O)Nc1ccc2c(c1)OC[C@H](C)N(C(=O)c1ccncc1)C[C@@H](C)[C@@H](OC)CN(C)C2=O,0.1,0
Cc1noc(C)c1NC(=O)N(C)C[C@@H]1Oc2c(cccc2N(C)C)C(=O)N([C@@H](C)CO)C[C@H]1C,-1.2,10
C[C@@H]1CN([C@H](C)CO)C(=O)c2cc(NC(=O)Cc3ccccc3)ccc2O[C@@H]1CN(C)Cc1ccc2c(c1)OCO2,0.8,28
Cc1noc(C)c1NC(=O)Nc1ccc2c(c1)C(=O)N([C@@H](C)CO)C[C@H](C)[C@@H](CN(C)Cc1ccc3c(c1)OCO3)O2,3.9,-2
Cc1ccccc1-c1ccc2c(c1)O[C@@H](CN(C)CC1CC1)[C@@H](C)CN([C@@H](C)CO)S2(=O)=O,-1.0,-70
CO[C@@H]1CN(C)C(=O)c2cc(NC(=O)c3ccccc3F)ccc2OC[C@H](C)NC[C@H]1C,0.1,8
C[C@H]1CN([C@@H](C)CO)C(=O)Cc2cc(NC(=O)c3ccncc3)ccc2O[C@@H]1CN(C)Cc1ccc(C(=O)Nc2ccccc2N)cc1,0.8,-8
CN(C)CC(=O)N[C@@H]1CC[C@@H](CC(=O)NCc2ccc(Cl)cc2)O[C@@H]1CO,-0.1,0
C[C@@H]1CCCCO[C@H](CN(C)Cc2ccc(Cl)c(Cl)c2)[C@@H](C)CN([C@@H](C)CO)C(=O)c2cc(NC(=O)Nc3ccc(F)cc3)ccc2O1,0.8,nt
CCO[C@H]1OC(C(=O)O)=C[C@@H](c2ccc3c(c2)OCO3)[C@@H]1CCCO,nt,6
Cc1ccc(Cl)cc1N(CC(=O)Nc1ccc(C(F)(F)F)cc1)S(C)(=O)=O,2.0,-5
O=C(C[C@@H]1CC[C@@H](NS(=O)(=O)c2ccccc2)[C@H](CO)O1)NCc1ccncn1,-0.2,-7
C[C@@H]1CCCCO[C@H](CN(C)S(=O)(=O)c2ccc(Cl)cc2)[C@H](C)CN([C@@H](C)CO)C(=O)c2cc(NS(=O)(=O)c3cccs3)ccc2O1,1.0,nt
N#C[C@H]1[C@@H](c2ccc(C#CCC3CCCC3)cc2)[C@@H](CO)N1C(=O)c1ccccn1,-0.2,nt
C[C@@H]1CN([C@@H](C)CO)C(=O)c2cc(NC(=O)Cc3ccccc3)ccc2O[C@@H]1CN(C)C(=O)Nc1ccccc1,0.1,3
O=C(C[C@@H]1C=C[C@H](NC(=O)c2ccccc2)[C@@H](CO)O1)NCCc1ccncc1,0.1,9
C[C@H](CO)N1C[C@H](C)[C@H](CN(C)C(=O)C2CCOCC2)Oc2ncc(/C=C/c3ccccc3)cc2C1=O,-2.0,nt
COc1ccc(NC(=O)Nc2ccc3c(c2)CC(=O)N([C@@H](C)CO)C[C@@H](C)[C@@H](CN(C)Cc2ccccc2)O3)cc1,nt,-13
CCn1c2ccccc2c2cc(/C=N/NC(=O)CCCCCCC(=O)OC)ccc21,nt,47
C[C@H]1CN([C@@H](C)CO)C(=O)c2cc(C3=CCCC3)cnc2O[C@@H]1CN(C)C(=O)C1CCCCC1,-0.7,nt
O=C(CSc1ccc2ccccc2n1)Nc1ccnc2ccccc12,-0.5,-8
O=S(=O)(Cc1ccccc1)NCC[C@@H]1CC[C@@H](NS(=O)(=O)c2ccc(F)cc2)[C@@H](CO)O1,0.0,3
COCC(=O)Nc1ccc2c(c1)C(=O)N(C)C[C@H](OC)[C@@H](C)CN(CC1CC1)[C@@H](C)CO2,-0.2,10
Cc1noc(C)c1NC(=O)N(C)C[C@@H]1OCCCC[C@H](C)Oc2ccc(NC(=O)c3ccncc3)cc2C(=O)N([C@H](C)CO)C[C@H]1C,4.5,nt
Cc1noc(C)c1S(=O)(=O)N(C)C[C@@H]1Oc2ccc(NS(=O)(=O)c3ccc(F)cc3)cc2CC(=O)N([C@H](C)CO)C[C@@H]1C,0.7,nt
Cc1cc(C)c(S(=O)(=O)N(C)CC(=O)Nc2ccc(F)c(Cl)c2)c(C)c1,2.8,35
Cc1ccc(S(=O)(=O)N(C)C[C@H]2Oc3ccc(NC(=O)C4CC4)cc3CC(=O)N([C@H](C)CO)C[C@H]2C)cc1,1.5,1
COc1ccccc1-c1ccc2c(c1)O[C@H](CN(C)CC1CCOCC1)[C@@H](C)CN([C@H](C)CO)S2(=O)=O,0.2,-1
C[C@H]1CN([C@@H](C)CO)C(=O)Cc2cc(NC(=O)C3CCCCC3)ccc2O[C@H]1CN(C)C,0.3,7
CNC[C@@H]1Oc2cc(C#CCN(C)C)ccc2S(=O)(=O)N([C@@H](C)CO)C[C@@H]1C,-0.5,-6
COc1ccc(S(=O)(=O)N(C)C[C@@H]2OCc3ccccc3-c3ccccc3C(=O)N([C@H](C)CO)C[C@@H]2C)cc1,-0.7,-2
O=C(CSc1ncccn1)Nc1ccc([N+](=O)[O-])cc1,-0.6,7
O=C(NCCCn1ccnc1)c1sc2cccc(F)c2c1Cl,15,2
O=C(CCCCC(=O)N/N=C/c1ccc(Br)s1)NO,nt,10
C[C@@H]1CCCCO[C@@H](CN(C)S(C)(=O)=O)[C@H](C)CN([C@@H](C)CO)C(=O)c2cc(NC(=O)C3CCCCC3)ccc2O1,4.5,9
C[C@@H]1CN([C@H](C)CO)C(=O)c2cc(NC(=O)Nc3ccc4c(c3)OCO4)ccc2O[C@@H](C)CCCCO[C@H]1CN(C)Cc1ccc(C(=O)O)cc1,0.0,nt
CC(C)CC#Cc1cnc2c(c1)C(=O)N([C@H](C)CO)C[C@H](C)[C@H](CN(C)C(=O)Nc1cc(F)ccc1F)O2,-2.5,-17
C[C@H](CO)N1C[C@H](C)[C@@H](CN(C)C(=O)Nc2ccc(F)cc2)Oc2ccc(NS(=O)(=O)c3cn(C)cn3)cc2CC1=O,0.4,nt
O=C(N[C@@H]1CC[C@H](CCNC(=O)C2CCOCC2)O[C@H]1CO)c1ccncc1,-0.5,-3
COc1ccc([N+](=O)[O-])cc1NC(=O)CN(c1ccc(F)c(Cl)c1)S(C)(=O)=O,-0.4,-2
Cc1ccc(S(=O)(=O)Nc2ccc3c(c2)C(=O)N([C@H](C)CO)C[C@@H](C)[C@@H](CN(C)Cc2ccccc2)O3)cc1,-2.4,10

(further entries)
mol,IDH1 mut inh,PRC2 inh
CCC(=O)Nc1ccc(OCc2nc3ccccc3s2)cc1,0.2,4
C[C@H](CO)N1C[C@H](C)[C@H](CN(C)C(=O)Nc2ccc(C(F)(F)F)cc2)Oc2c(NC(=O)CCCCCC(=O)Nc3ccccc3N)cccc2C1=O,-0.1,-3
C[C@H](CO)N1C[C@H](C)[C@@H](CN(C)Cc2ccccc2)Oc2ccc(NC(=O)Nc3cccc4ccccc34)cc2CC1=O,-0.3,-21
COc1ccc(CN(C)C[C@@H]2Oc3ccc(NS(=O)(=O)c4c(C)noc4C)cc3CC(=O)N([C@H](C)CO)C[C@@H]2C)cc1,1.7,nt
CN(CCc1ccc(Cl)c(Cl)c1)CCN1CCCC1,-3.1,nt
CCN(CC(=O)Nc1ccc(Br)cc1)S(=O)(=O)c1ccc(C)cc1,-0.2,2
C[C@@H]1CN([C@H](C)CO)C(=O)c2cc(NS(=O)(=O)c3ccc(F)cc3)ccc2O[C@H]1CN(C)Cc1ccc(C(=O)Nc2ccccc2N)cc1,nt,-9
COC(=O)c1cccc(COC(=O)c2ccc(NC(=O)c3ccccc3)cc2)c1,0.9,49
C[C@@H]1CN([C@@H](C)CO)C(=O)c2cc(NC(=O)Cc3ccccc3)ccc2O[C@@H](C)CCCCO[C@@H]1CN(C)Cc1ccncc1,1.0,-11
C/C=C/c1cnc2c(c1)C(=O)N([C@@H](C)CO)C[C@@H](C)[C@@H](CN(C)Cc1ccccc1F)O2,0.1,4
O=C(C[C@@H]1C[C@H]2c3cc(NC(=O)NC4CCCC4)ccc3O[C@H]2[C@@H](CO)O1)NCCN1CCCCC1,0.2,-4
CNC[C@@H]1Oc2ccc(NS(=O)(=O)c3ccc(C)cc3)cc2C(=O)N([C@@H](C)CO)C[C@H]1C,2.3,nt
CN(C)Cc1cn(CC[C@H]2CC[C@@H](NC(=O)Cc3cccnc3)[C@H](CO)O2)nn1,0.6,21
C[C@@H]1CN([C@H](C)CO)C(=O)Cc2cc(NC(=O)Cn3cnnn3)ccc2O[C@H]1CN(C)Cc1ccncc1,2.9,3
Cc1noc(C)c1NC(=O)N(C)C[C@@H]1Oc2ccc(NC(=O)CCCCCC(=O)Nc3ccccc3N)cc2CC(=O)N([C@@H](C)CO)C[C@@H]1C,14,5
CCn1c(SCC(=O)Nc2cccc(Cl)c2)nnc1-c1ccc(Cl)cc1Cl,0.2,23
CC(C)(C)OC(=O)N1CCC[C@H]1/C=N/NC(=O)c1ccccn1,nt,-14
CC(C)NC(=O)Nc1ccc2c(c1)C(=O)N([C@H](C)CO)C[C@@H](C)[C@@H](CN(C)S(=O)(=O)c1ccc(Cl)cc1)OCCCC[C@@H](C)O2,0.9,nt
O=C(NCC[C@@H]1CC[C@@H](NS(=O)(=O)c2ccccc2)[C@H](CO)O1)c1ccc2c(c1)OCO2,0.0,-1
C[C@H](CO)N1C[C@H](C)[C@@H](CN(C)Cc2ccc(C(=O)Nc3ccccc3N)cc2)Oc2ccc(NC(=O)Cc3ccccc3)cc2C1=O,-0.3,-5
Cc1ccc(S(=O)(=O)N2CCC[C@H]2CN=[N+]=[N-])cc1,-0.4,6

Some of these compounds in order of count of non-hydrogen atoms, rising:
mol,IDH1 mut inh,PRC2 inh
CCC(=O)Nc1ccc(OCc2nc3ccccc3s2)cc1,0.2,4
CCN(CC(=O)Nc1ccc(Br)cc1)S(=O)(=O)c1ccc(C)cc1,-0.2,2
CNC[C@@H]1Oc2ccc(NS(=O)(=O)c3ccc(C)cc3)cc2C(=O)N([C@@H](C)CO)C[C@H]1C,2.3,nt
C[C@@H]1CN([C@H](C)CO)C(=O)Cc2cc(NC(=O)Cn3cnnn3)ccc2O[C@H]1CN(C)Cc1ccncc1,2.9,3
C[C@H](CO)N1C[C@H](C)[C@@H](CN(C)Cc2ccc(C(=O)Nc3ccccc3N)cc2)Oc2ccc(NC(=O)Cc3ccccc3)cc2C1=O,-0.3,-5

Bioassay records from PubChem.
